FLuc modulator = firefly luciferase modulation, counter-screen for miR-21 project; P08659; purified FLuc, Km substrates, luminescence inhibition; Potency, µM (highest dose often 57.5 µM), inactives show at the highest dose activity change, negative = inhibition, usual class: inhibitors; 6.9% of 360,000 active; AID 588342;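 note: potency is the fitted concentration of half-maximal effect; plate controls were vehicle for no effect and reference inhibitor for full effect; nearly all actives have a fitted effect of over 55% in size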
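Biochemical qHTS of compounds, final roughly 60 µM downward over six points, against 10 nM purified firefly luciferase using Km concentrations of substrates (10 uM D-luciferin, 10 uM ATP) in Tris acetate pH 7.5 buffer; luminescence output.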
NPC1 prom act = activators of NPC1 promoter. Potency, µM (doses to about 9.22 µM), inactives show at the highest dose activation, hits mostly activators. AID 485313. Huh7 NPC1 promoter luciferase reporter, 24 h. 2.4% of 320,000 active;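 note: potency is the fitted concentration of half-maximal effect; % of control where 0% means no effect; nearly all actives have a fitted effect of over 60% in size; reporter is driven by a mutant NPC1 promoter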
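Compounds in DMSO were transferred onto Huh7 NPC1-luciferase reporter cells pre-incubated 2 h; after 24 h at 37 °C, Amplite reagent was dispensed and luminescence recorded 10 min later.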
Mito fusion act = inhibitors of mitochondrial division or activators of mitochondrial fusion | AID 485298 | Potency, µM (series often up to 46.1 µM), for inactives: at the highest dose growth rescue (activation), hits mostly activators | S. cerevisiae fusion-defective mutant growth rescue, CellTiterGlo 48 h | 0.23% of 320,000 active;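 note: potency is the fitted concentration of half-maximal effect; % of control where 0% means no effect; nearly all actives have a fitted effect of over 45% in size; temperature-sensitive fusion mutants such as fzo1-1 at 37 °C on non-fermentable ethanol glycerol medium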
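Compounds are tested for their ability to restore growth of mitochondrial fusion-defective yeast strains at non-permissive 37C in YPEG medium over 48 hours. Viability is quantified by luciferase luminescence.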
Menin-MLL TR inh = menin-MLL binding inhibition, Texas Red mutant peptide; Menin + Texas Red MLL mutant peptide, fluorescence polarization; Potency, µM (highest dose often 61.6 µM), for the others: at the highest dose FP activity change, negative = inhibition, actives largely listed as inhibitors; 0.23% of 270,000 active; active = well fitted inhibition curve with a large enough effect in the polarisation, with a control signal flat, not every such curve was filed as active; inconclusive = small, poorly fitted or top-dose-only effect, or effect the other way, or a change in a side signal; inactive = no such curve, though single readings can be large or run the other way; the % refers to the polarisation; note: potency is the fitted concentration of half-maximal effect; % of control where 0% means no effect; many of its hits are not listed in these tables
Target sequence (O00255 whole entry, looked up): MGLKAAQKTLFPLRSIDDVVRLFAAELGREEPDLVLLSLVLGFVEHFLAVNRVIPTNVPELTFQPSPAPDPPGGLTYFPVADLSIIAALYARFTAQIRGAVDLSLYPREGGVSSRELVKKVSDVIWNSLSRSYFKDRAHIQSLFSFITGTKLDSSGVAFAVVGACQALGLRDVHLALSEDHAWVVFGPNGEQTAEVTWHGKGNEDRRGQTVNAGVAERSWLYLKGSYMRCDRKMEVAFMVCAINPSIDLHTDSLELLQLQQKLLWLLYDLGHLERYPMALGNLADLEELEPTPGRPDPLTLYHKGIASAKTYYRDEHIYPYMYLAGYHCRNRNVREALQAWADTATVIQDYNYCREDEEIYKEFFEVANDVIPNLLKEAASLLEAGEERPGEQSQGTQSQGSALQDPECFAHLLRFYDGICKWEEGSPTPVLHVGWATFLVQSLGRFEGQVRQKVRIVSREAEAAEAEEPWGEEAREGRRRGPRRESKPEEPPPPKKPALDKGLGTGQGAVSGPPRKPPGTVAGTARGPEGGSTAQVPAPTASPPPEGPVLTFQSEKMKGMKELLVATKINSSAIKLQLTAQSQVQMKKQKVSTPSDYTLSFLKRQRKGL
RORg inh = blocks mouse ROR gamma transcriptional activity; P51450; Drosophila S2 Gal4-RORgamma UAS-luciferase reporter, 20 h; Potency, µM (titrated, usually from 53.6 µM), inactives show top-dose activity change, negative = inhibition, usual class: inhibitors; 5.4% of 310,000 active; note: potency is the fitted concentration of half-maximal effect; % is set by controls: 0 for no effect and ±100 for the full control effect; nearly all actives have a fitted effect of over 60% in size
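Stably transfected Drosophila Schneider cells are the test system, with ROR gamma fused to Gal4 and luciferase under UAS control; luminescence is read after 20 hr of 700 uM copper sulfate induction at ambient temperature.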
Gal4-VP16 FLuc = counter-screen for ROR gamma inhibitors: Gal4-VP16 reporter. Potency, µM (highest dose often 53.6 µM), for inactives: top-dose activity, negative = inhibition, actives largely listed as inhibitors. Drosophila S2 Gal4-VP16 UAS-luciferase, luminescence, 20 h. AID 2546. 3.5% of 310,000 active;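 note: Gal4-VP16 expression switched on by copper sulfate through the metallothionein promoter; potency is the fitted concentration of half-maximal effect; % is set by controls: 0 for no effect and ±100 for the full control effect; nearly all actives have a fitted effect of over 50% in size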
Rab9 prom act = activates the Rab9 promoter | Huh7 Rab9 promoter-luciferase reporter, luminescence, 24 h | Potency, µM (highest dose often 9.22 µM), for the others: top-dose activation, negative = inhibition, usual class: activators | 2.8% of 320,000 active; note: potency is the fitted concentration of half-maximal effect; % of control where 0% means no effect; nearly all actives have a fitted effect of over 60% in size
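Cell-based reporter: Huh7 stable for Rab9 promoter-driven luciferase, plated in reduced-serum medium with 10% FBS at 1500 cells/well, compound-treated 24 h at 37 °C, luminescence read after 10 min reagent.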
ELG1 repair inh = inhibitors of ELG1-dependent DNA repair in HEK293T cells | 2.3% of 330,000 active | Potency, µM (top dose mostly 46.1 µM), for inactives: at the top dose activity change, negative = inhibition, hits mostly inhibitors | HEK293T ELG1-luciferase reporter, luminescence, 16 h; DNA damage induced by 5-fluorouridine | AID 504467; note: potency is the fitted concentration of half-maximal effect; % is set by controls: 0 for no effect and ±100 for the full control effect; nearly all actives have a fitted effect of over 55% in size
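Cells (2,000 per well) received 5-fluorouridine plus test compound or DMSO and were incubated 16 hr at 37 °C, 5% CO2. Luciferase activity was read by luminescence 30 min after ONE-Glo addition; signal suppression marked inhibition of damage-induced ELG1 function.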
KCNH2 3.1 block = inhibitors of human KCNH2 3.1 potassium channel isoform; 0.95% of 340,000 active; AID 720553; U2OS KCNH2 3.1, thallium flux FluxOr; active compounds read low; activity change, % (tested at about 1.8 µM);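 active = maximum activity change below -70%; inconclusive = maximum activity change from -70% to -50%; inactive = maximum activity change above -50%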;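 note: thallium influx rate constant from kinetic fluorescence after stimulation buffer; % is set by controls: 0 for no effect and ±100 for the full control effect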
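FluxOr-based Tl+ influx in U2OS cells transduced with KCNH2 3.1 virus; rate constants normalized to DMSO controls.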
MBNL1-CUG inh = inhibitors of human MBNL1 binding to CUG repeat RNA; 0.036% of 280,000 active; Potency, µM (top dose mostly 57.5 µM), inactives show top-dose activity change, negative = inhibition, hits mostly inhibitors; TR-FRET MBNL1-His/biotin-(CUG)12 binding, 665/545 ratio; active = well fitted inhibition curve with a large enough effect in the signal ratio, with a control signal flat, not every such curve was filed as active; inconclusive = small, poorly fitted or top-dose-only effect, or effect the other way, or a change in a side signal; inactive = no such curve, though single readings can be large or run the other way; the % refers to the signal ratio; note: potency is the fitted concentration of half-maximal effect; % is set by controls: 0 for no effect and ±100 for the full control effect
Target sequence (Q9NR56 whole entry, looked up): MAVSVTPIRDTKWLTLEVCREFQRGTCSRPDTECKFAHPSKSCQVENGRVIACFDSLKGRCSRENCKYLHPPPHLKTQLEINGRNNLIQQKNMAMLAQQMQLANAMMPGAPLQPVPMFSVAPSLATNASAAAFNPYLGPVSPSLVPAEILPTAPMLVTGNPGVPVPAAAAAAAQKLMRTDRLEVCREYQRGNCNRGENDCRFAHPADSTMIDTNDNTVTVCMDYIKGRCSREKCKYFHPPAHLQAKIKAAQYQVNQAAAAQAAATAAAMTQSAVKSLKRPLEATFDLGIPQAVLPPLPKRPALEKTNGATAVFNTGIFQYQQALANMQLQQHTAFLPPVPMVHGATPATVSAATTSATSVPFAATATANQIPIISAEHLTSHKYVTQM
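His-tagged MBNL1 binding to biotinylated (CUG)12 RNA was measured by TR-FRET using terbium anti-His antibody (0.055 ng/ul final) and streptavidin-XL665 (5 nM final). Compounds were titrated 92 nM to 58 uM; 60 min at room temperature.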
PKM2 act = PKM2 (human) enzyme activation; P14618; purified PKM2, Kinase-Glo ATP luminescence, activation; response scale: 0% is enzyme alone, no compound; Potency, µM (series often up to 57.5 µM), without a hit: at the top dose activation, hits mostly activators; 0.34% of 260,000 active; AID 1631; note: potency is the fitted concentration of half-maximal effect; % is set by controls: 0 for no effect and ±100 for the full control effect; nearly all actives have a fitted effect of over 55% in size
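hPK-M2, >95% pure; 0.1 mM ADP / 0.5 mM PEP final; imidazole pH7.2 buffer w/ 7 mM MgCl2, 50 mM KCl; 1 h RT; Kinase-Glo lum. Intermediate enzyme activity for dual inhibitor/activator qHTS.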
* hit, by the source's call; u = inconclusive; x = not tested or not shown; [ ] = remark or other dose. Unless noted, calls come from the whole dose curve; as a rule, active = well fitted curve in the direction sought with a large enough effect; inconclusive = small, poorly fitted or top-dose-only effect, or another doubt; inactive = no such curve, though single readings can be large; an effect the other way counts as inactive or inconclusive. Only part of the results is shown; rates above refer to the full screens.

SMILES	FLuc modulator	NPC1 prom act	Mito fusion act	Menin-MLL TR inh	RORg inh	Gal4-VP16 FLuc	Rab9 prom act	ELG1 repair inh	KCNH2 3.1 block	MBNL1-CUG inh	PKM2 act
O=C(Cc1ccccc1)Nn1c(O)c(/C=C2\C=Nc3ccccc32)sc1=S	2%	0%	1%	u	32%	-8%	-5%	u	-3	-3%	7%
Nc1nc(-c2ccccn2)nc(N)c1Cc1ccc(Cl)cc1Cl	u	-32%[inhibitor]	17%	0%	4µM*	8.9µM*	-19%	13%	25	2%	-8%
CC(=O)Oc1ccc2c3c(c(=O)oc2c1)CCCC3	-7%	-5%	1%	0%	3%	-6%	3%	19%	21	6%	2%
O=C(c1ccc(Br)o1)N1CCN(c2ccc3nnc(-c4ccc(F)cc4)n3n2)CC1	-1%	-2%	-1%	-23%	41%	-14%	-4%	u	-25	u	0%
C=CCNC(=O)N1CCC(CO)(Cc2ccc(Cl)cc2)CC1	2%	-1%	9%	10%	8%	0%	-2%	-15%	-6	-2%	0%
O=C(Cc1ccc(Br)cc1)Nc1cccc(Cl)c1	-5%	1%	-8%	u	43%	-23%	0%	-7%	3	2%	-4%
CSCCC(NS(=O)(=O)c1ccc2ccccc2c1)C(=O)O (centres undefined)	-4%	-3%	-2%	0%	-24%	8%	1%	5%	8	1%	1%
Cc1nc(-c2noc(-c3ccccc3Cl)n2)c(C(F)(F)F)o1	15µM*	u	-4%	x	3%	-3%	29%	u	0	x	-14%
COc1cc(C(=O)Nc2sc3c(c2C(=O)NCc2ccco2)CCCC3)cc(OC)c1OC	6%	-7%	3%	1%	-6%	-3%	-5%	u	-15	38%[activator]	10%
COc1cc(C(=O)Nn2c(CC(C)C)nc3ccccc3c2=O)cc(OC)c1OC	7%	-3%	3%	9%	-37%[1.91 µM]	u	0%	-15%	-3	5%	0%
CCC(C)(C)n1nnnc1C(C(C)C)N(CCN1CCOCC1)Cc1cc2cccc(C)c2[nH]c1=O (centres undefined)	1%	1%	-1%	-13%	-18%	6%	3%	-20%	1	-1%	-2%
COc1cc(OC)cc(C(=O)NCC(=O)NCCN2C(=O)S/C(=C\c3ccccc3Cl)C2=O)c1	u	0%	-3%	x	x	x	-6%	-14%	5	x	x
COc1ccc(NC(=O)c2cc(C)cc(C)c2)cc1S(=O)(=O)N1CCCCC1	-2%	-7%	4%	x	x	x	-2%	0%	-1	x	x
CC1CCCCN1C(=O)CN1C(=O)CN(C)C(=O)c2ccccc21 (centres undefined)	0%	-3%	0%	8%[11.7 µM]	-5%	-5%	-1%	1%	-14	-17%	-2%
CCC(=O)c1cn(/C(=C\C(=O)OC(C)(C)C)CCC(OC)OC)cc1CC	2%	1%	1%	x	x	x	1%	26%	25	x	x
COc1ccc2c(CC(=O)NCCN3C(=O)S/C(=C\c4cccnc4)C3=O)coc2c1	-10%	1%	-2%	2%	-33%	-20%	1%	u	-8	u	u
CC1=C(C(=O)Nc2ccc(Br)cc2)C(c2ccco2)NC(=O)N1 (centres undefined)	-1%	-2%	-1%	1%	32%	2%	-1%	1%	2	-9%	3%
CCOC(=O)c1c(-c2ccccc2)csc1NC(=O)COc1ccc2c(C)cc(=O)oc2c1	1%	0%	-2%	-1%	23%	-3%	-5%	u	-2	x	9%
CC1CCCCC1NC(=O)C1CCN(S(=O)(=O)N2CCC3(CC2)OCCO3)CC1 (centres undefined)	-1%	-5%	2%	1%	0%	-11%	2%	-12%	3	-11%	-6%
CC(=O)C1=C(O)C(=O)N(C2CCCCC2)C1c1ccccc1 (centres undefined)	5%	-6%	-2%	-8%	-30%	22%	3%	10%	5	4%	8%
CN(C)CCN1C(=O)C(O)=C(C(=O)c2cc3ccccc3o2)C1c1ccc(N(C)C)cc1 (centres undefined)	-5%	-1%	0%	-17%	25%	23%	6%	u	7	27%	1%
O=C1CN(Cc2cc(=O)oc3cc4c(cc23)CCC4)CCN1	3%	-3%	-3%	11%	-39%	-7%	-4%	4%	8	5%	1%
Cc1ccccc1NC(=S)N(CCN(C)C)C(C)c1ccco1 (centres undefined)	-11%	0%	-5%	10%	-6%	24%	20%	u	-16	x	1%
CCN1C=C(C(=O)OC)C(c2cccc(OC)c2OC)C(C(=O)OC)=C1	0%	-1%	-10%	-20%	8%	8%	0%	0%	-4	x	5%
Cc1cc(NS(=O)(=O)c2ccc(NC(=O)NC(C)(C(F)(F)F)C(F)(F)F)cc2)no1	0%	0%	-3%	x	-24%	-1%	-1%	0%	-1	0%	-7%

Continuation.
SMILES	FLuc modulator	NPC1 prom act	Mito fusion act	Menin-MLL TR inh	RORg inh	Gal4-VP16 FLuc	Rab9 prom act	ELG1 repair inh	KCNH2 3.1 block	MBNL1-CUG inh	PKM2 act
O=C(CSc1ccccc1C(=O)O)NC12CC3CC(CC(C3)C1)C2	-1%	-1%	-4%	x	-7%	-8%	-2%	u	-1	4%	1%
COc1ccc(OC)c(NC(=O)CSc2nnc(-c3cccnc3)s2)c1	-5%	4%	-7%	-18%	-2%	-3%	-1%	u	25	-2%	-13%
O=C(CCN1C(=O)/C(=C/C=C/c2ccccc2)SC1=S)Nc1nc2ccccc2s1	u	-1%	1%	u	-31%	-7%	-2%	6%	11	6%	-6%
Cc1ccc(S(=O)(=O)N2CC=C(C(=O)NCc3ccc(F)cc3)CC2)cc1	u	0%	3%	0%	12%	-6%	-2%	-3%	x	14%	u
COC(=O)C1=C(Nc2cc(Cl)cc(Cl)c2)CSC1	3%	-6%	0%	x	1%	3%	-4%	0%	8	5%	0%
CCc1nnc(NC(=O)CSc2nnc(Cc3cccn3C)n2CCOC)s1	3%	-4%	-3%	-6%	4%	3%	3%	11%	-6	15%	2%
CCN(CC)c1ccc(C(=O)OCc2cc(=O)oc3cc(O)ccc23)cc1	0%	-3%	4%	u	-15%	-5%	0%	-6%	-9	15%	3%
N/C(=N/OS(=O)(=O)c1ccc([N+](=O)[O-])cc1)c1ccncc1	6%	0%	4%	-2%	5%	-8%	-4%	3%	7	u	-4%
COc1cc(C=C2C(=O)c3ccccc3C2=O)ccc1O	3µM*	1%	-1%	x	-28%	24%	-7%	15%	19	x	-25%
COc1ccc(-c2cc(C(=O)NCc3cccs3)no2)cc1	u	2.5µM*	-3%	x	3%	-6%	4.5µM*	u	3	-5%	3%
Cc1c(C(=O)N2CCCCC2)c(S(=O)(=O)Nc2cccc(Br)c2)c(C)n1C	-2%	2%	6%	-9%	18%	0%	-1%	12%	7	0%	x
CC(C)CNc1nc2c(c(=O)n(C)c(=O)n2C)n1Cc1cccc(Br)c1	5%	-2%	11%	1%	-27%	-20%	-10%	u	-9	-2%	15%
C/C(Cl)=C\Cn1c(NCCCn2ccnc2)nc2c1c(=O)n(C)c(=O)n2C	1%	-1%	0%	-2%	-11%	6%	-9%	3%	4	-9%	0%
C(=N\n1c2ccccc2c2ccccc21)/c1ccccc1	2%	-2%	1%	u	7%	6%	-5%	5%	4	-2%	-10%
Cc1ccc2nc(-c3cccc(-c4cccc(Cl)c4)c3)c(NCc3ccccc3)n2c1	-17%	-1%	1%	x	x	x	-1%	u	-1	x	x
Oc1ccc(-c2cn3c(n2)SCC3)cc1O	u	0%	-1%	15%	-35%	u	16%	u	-2	-14%	-8%

Single records, as listed above.
Cc1ccc(S(=O)(=O)N2CC=C(C(=O)NCc3ccc(F)cc3)CC2)cc1 in the list: FLuc modulator: u; NPC1 prom act: 0%; Mito fusion act: 3%; Menin-MLL TR inh: 0%; RORg inh: 12%; Gal4-VP16 FLuc: -6%; Rab9 prom act: -2%; ELG1 repair inh: -3%; KCNH2 3.1 block: x; MBNL1-CUG inh: 14%; PKM2 act: u
CCc1nnc(NC(=O)CSc2nnc(Cc3cccn3C)n2CCOC)s1 in the list: FLuc modulator: 3%; NPC1 prom act: -4%; Mito fusion act: -3%; Menin-MLL TR inh: -6%; RORg inh: 4%; Gal4-VP16 FLuc: 3%; Rab9 prom act: 3%; ELG1 repair inh: 11%; KCNH2 3.1 block: -6; MBNL1-CUG inh: 15%; PKM2 act: 2%

Screens: PubChem, National Center for Advancing Translational Sciences (NCATS)
